# Scp1 inh: Scp-1 phosphatase inhibitors, primary screen, biochemical, colorimetric, uHTS; Carboxy-terminal domain RNA polymerase II polypeptide A small phosphatase 1 (Homo …; 340,000 compounds, 0.88% hits; inhibition, % at 20 µM; Recombinant Scp1, phosphopeptide, malachite green phosphate absorbance;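 active means inhibition above about 50% at 20 µM, limit read from the data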;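 further: plate controls were DMSO wells with enzyme for no effect and wells lacking enzyme for full effect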
# Target sequence (Q9GZU7 76-261 limits assumed): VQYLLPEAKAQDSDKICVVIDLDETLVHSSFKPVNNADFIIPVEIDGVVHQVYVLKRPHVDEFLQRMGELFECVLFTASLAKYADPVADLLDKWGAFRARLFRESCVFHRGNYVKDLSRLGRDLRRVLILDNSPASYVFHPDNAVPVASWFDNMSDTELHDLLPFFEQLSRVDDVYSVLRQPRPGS
#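 Material: truncated SCP-1 phosphatase (76-261aa) / Buffer or medium: 50 mM Tris acetate pH 5.5, 0.005% Tween-20, 10 mM MgCl2 / Compound dosing: one concentration, 20 µM, with 1.0% DMSO / Incubation: 45 min room-temperature reaction, 5 min colour, 30 min stabiliser / Detection: colorimetric free-phosphate detection, absorbance 630 nm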
# CSN inh: inhibitors of CSN-mediated cullin deneddylation, primary screen, biochemical, fluorescence polarization, uHTS; 360,000 compounds, 0.38% hits; AID 651999, 2013; COP9 signalosome complex subunit 5 (Homo sapiens), Q92905; Purified CSN, SCF-Nedd8-OG deneddylation; inhibition, % at 12.5 µM;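 active means pattern-corrected inhibition above about 35%, with an unprinted fluorescence ratio check between 0.5 and 1.5, limit read from the data, passing the limit was not always enough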;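 further: 0% = enzyme with substrate and 100% = substrate without enzyme; some results filed as inactive read as strong as hits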
# Target sequence (Q92905 whole entry, looked up, one chain of several): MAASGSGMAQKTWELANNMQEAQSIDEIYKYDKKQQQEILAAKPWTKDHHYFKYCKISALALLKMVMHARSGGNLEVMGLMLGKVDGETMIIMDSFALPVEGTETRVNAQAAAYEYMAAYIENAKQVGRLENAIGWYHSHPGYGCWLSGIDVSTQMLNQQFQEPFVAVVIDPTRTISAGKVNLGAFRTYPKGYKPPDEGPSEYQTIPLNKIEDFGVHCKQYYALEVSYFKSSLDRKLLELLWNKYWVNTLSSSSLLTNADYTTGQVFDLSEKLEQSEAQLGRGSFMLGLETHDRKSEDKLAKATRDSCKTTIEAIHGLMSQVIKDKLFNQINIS
#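 Schedule: reaction 90 min, room temperature / Assay system: HEK293T-derived human Csn5 enzyme / Input: Csn5 at 0.24 nM final / Measure: inhibition of Csn5 cleavage, % / Control set: substrate-only high control, full reaction low control / Technique: fluorescence polarization of the substrate / Buffer or medium: Tris/NaCl/DTT buffer, pH 7.5 / Reagent: SCFSkp2-Nedd8OG substrate at 10 nM final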
# TbMetRS inhib: T. brucei MetRS inhibitors, primary screen, biochemical, luminescence | methionyl-tRNA synthetase (Trypanosoma brucei brucei) | 360,000 compounds, 0.4% hits | inhibition, % at 11.9 µM | purified T. brucei MetRS, ATP depletion, Kinase-Glo luminescence;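 active means inhibition above a per-plate cutoff of the control wells' mean inhibition plus 3 SD, cut at about 5.5% in these data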;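 further: 0% = DMSO wells median and 100% = median of wells with control inhibitor compound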
#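 Test system – parasite MetRS enzyme · Reagent – substrates ATP, L-methionine and bulk Escherichia coli tRNA · Doses – 11.9 µM compound single dose, 0.9% DMSO · Times – 15 min enzyme-compound preincubation, 2 h reaction, 10 min detection, 25 °C · Signal – Kinase-Glo luminescence, ATP depletion format · Controls – DMSO-only wells as low control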
# MsrA inhibitor: bovine MsrA enzyme inhibitors, primary screen, biochemical, absorbance, HTS | Methionine sulfoxide reductase A (Bos taurus) | purified bovine MsrA, absorbance read-out | inhibition, % at 15.5 µM | 360,000 compounds, 0.75% hits | AID 651718, 2012; in the data active means inhibition above about 4.5%;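 further: 0% = vehicle wells with enzyme and 100% = reference inhibitor wells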
# SUMO1-SIM PPI: modulators of SUMO1 protein-protein interactions, primary screen, biochemical, uHTS; Small ubiquitin-related modifier 1 (Homo sapiens), P63165; SUMO1 binding to a labelled peptide, TR-FRET, 1 h; 360,000 compounds, 0.33% hits; inhibition, % at 20 µM; in the data active means inhibition above about 37%
# Target sequence (P63165 whole entry, looked up): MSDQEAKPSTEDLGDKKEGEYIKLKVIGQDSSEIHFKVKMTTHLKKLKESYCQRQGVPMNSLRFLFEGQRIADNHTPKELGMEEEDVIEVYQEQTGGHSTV
# LMPTP inh: LMPTP phosphatase inhibitors, primary screen, biochemical, fluorescence intensity, uHTS. Low molecular weight phosphotyrosine protein phosphatase (Homo sapiens), P24666. recombinant LMPTP-A, OMFP fluorogenic substrate. inhibition, % at 20 µM. 360,000 compounds, 0.22% hits. AID 651560, 2012;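 active means compounds that cut the enzyme signal by at least half of the control window in the single-dose screen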;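 further: plate controls were DMSO wells with enzyme plus substrate for no effect and substrate without enzyme for full effect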
# Target sequence (P24666 whole entry, looked up): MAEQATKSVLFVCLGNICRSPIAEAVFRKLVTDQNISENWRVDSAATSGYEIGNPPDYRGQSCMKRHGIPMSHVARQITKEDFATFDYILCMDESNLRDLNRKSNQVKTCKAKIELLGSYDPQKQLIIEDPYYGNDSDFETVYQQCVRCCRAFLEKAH
#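 Test system: LMPTP-A phosphatase enzyme; input: 0.625 nM LMPTP-A final; reagent: OMFP substrate, 400 µM final; compound dosing: 20 µM single dose, 3% DMSO; incubation: 50 min dark incubation at room temperature; measured by: endpoint fluorescence intensity from OMFP dephosphorylation; measure: % inhibition relative to no-enzyme and uninhibited control wells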
# Rpn11 inh: Rpn11 (PSMD14) deubiquitinase inhibitors, primary screen, biochemical, fluorescence polarization, uHTS; human 26S proteasome, Ub4-pepOG fluorescence polarization; 20S core pre-blocked with epoxomicin; 360,000 compounds, 0.59% hits; calls only at 20 µM; 26S proteasome non-ATPase regulatory subunit 14 (Homo sapiens), O00487;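 active means inhibition at 20 µM, scaled to each plate's controls, above about 33%, limit read from the data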
# DNMT1 inh: human DNMT1 methyltransferase inhibitors, primary screen, biochemical, molecular beacon, fluorescence, HinP1I cleavage, uHTS | DNA (cytosine-5)-methyltransferase 1 (Homo sapiens), P26358 | inhibition (reported as % activation of signal), % at 10 µM | 360,000 compounds, 0.83% hits | AID 588458, 2011; in the data active means inhibition above about 50%
# NadD block: inhibitors of S. aureus NadD, primary screen, biochemical, colorimetric, uHTS; purified NadD enzyme, colorimetric absorbance read-out; AID 602399, 2012; inhibition, % at 20 µM; 360,000 compounds, 0.78% hits; in the data active means inhibition above about 26%; further: some compounds past the cut are filed as inactive
# STEP block: STEP phosphatase inhibitors, primary screen, biochemical, fluorescence intensity, uHTS; inhibition, % at 20 µM; AID 588621, 2011; recombinant STEP, OMFP fluorogenic substrate; 360,000 compounds, 0.25% hits; Tyrosine-protein phosphatase non-receptor type 5 (Homo sapiens), P54829;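 active means inhibition at 20 µM, scaled per plate between control wells, above about 37%, limit read from the data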;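 further: 0% = DMSO with enzyme and substrate and 100% = substrate only without enzyme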
#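 System: isolated STEP enzyme; schedule: 20 min enzyme reaction at room temperature, protected from light; medium: Bis-Tris buffer pH 6.0, 2.5 mM DTT, 0.005% Tween 20; signal: fluorescence, 480/540 nm; dosing: single compound dose of 20 µM, 1% DMSO final; also added: OMFP substrate, 25 µM final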
# Active calls of the source: *; i = inactive; · = no result given.
entry	Molecule	Scp1 inh	CSN inh	TbMetRS inhib	MsrA inhibitor	SUMO1-SIM PPI	LMPTP inh	Rpn11 inh	DNMT1 inh	NadD block	STEP block
1	COc1ccc(C)cc1S(=O)(=O)N(C)CC(N)=O	5	0	-0.7	-0.7	0	-0.9	i	0	-3	-2
2	CSc1cccc(NC(=O)c2ccc(Cl)nc2)c1	0	-2	3.7	-0.5	0	-0.2	i	1	1	0
3	O=C(NN=C1CCCCCCC1)C(=O)NC1CCCCC1	-5	2	0.1	-0.7	-2	-2.1	i	1	1	0
4	Cc1nc2ccccn2c1C(=O)N/N=C/c1cc(C)n(-c2ccc(Cl)cc2)c1C	-8	-5	-0.3	4.1	1	0.7	i	-7	0	5
5	O=C1CCCN1CCC1CCN(C(=S)Nc2ccc(F)cc2)CC1	5	-4	-0.9	-0.4	-1	-0.5	i	-2	4	3
6	CC1(C(=O)NS(=O)(=O)Cc2cccc(Cl)c2)CCN1C(=O)CC1CCCC1 (configuration not stated)	·	-2	-0.2	-1.2	0	-0.8	i	1	1	-1
7	Cc1cc(Cl)ccc1OC(C)C(=O)NN=C1CCCCCC1 (configuration not stated)	2	1	-1.3	0.3	5	0.0	i	0	-3	-1
8	CCc1ccc2nc(N(CCN(C)C)C(=O)c3ccc4ccccc4c3)sc2c1	-4	11	-0.5	·	-1	-2.5	i	2	-6	-2
9	CN(Cc1ccccc1)C(=O)CCn1c(=O)c2cccn2c2cccnc21	-3	0	-0.6	0.5	-2	-1.0	i	1	-7	2
10	Cc1ccc(NC(=O)CSCC(=O)O)c(C)c1	-11	1	-0.4	1.1	-1	-1.0	i	1	-5	0
11	CCn1c(SCC(=O)c2ccccc2)nc2c(c1=O)SC(C)C2 (configuration not stated)	-6	4	-0.7	1.4	-7	1.5	i	-3	1	1
12	COCCN1C(=O)c2ccccc2C(C(=O)N2CCN(c3ccccn3)CC2)C1c1ccc(F)cc1 (configuration not stated)	-4	-5	-0.3	-0.9	-3	0.8	i	5	-2	-1

# Individual results from the results shown.
# CC1(C(=O)NS(=O)(=O)Cc2cccc(Cl)c2)CCN1C(=O)CC1CCCC1 (configuration not stated) @ STEP block = -1
# COCCN1C(=O)c2ccccc2C(C(=O)N2CCN(c3ccccn3)CC2)C1c1ccc(F)cc1 (configuration not stated) @ MsrA inhibitor = -0.9

# (listing goes on)
entry	Molecule	Scp1 inh	CSN inh	TbMetRS inhib	MsrA inhibitor	SUMO1-SIM PPI	LMPTP inh	Rpn11 inh	DNMT1 inh	NadD block	STEP block
13	CC1CCN(c2ccccc2NC(=O)c2ccc(C#N)cc2F)CC1	0	-7	-1.8	0.7	0	7.1	i	8	2	6
14	CC1Cn2c(nc3c2c(=O)[nH]c(=O)n3C)O1 (configuration not stated)	-2	-2	-0.1	-0.2	1	-1.8	i	-2	4	4
15	Cc1nc2nc[nH]n2c(=O)c1CCC(C)C	-11	-1	-1.1	-1.1	2	0.0	i	1	-4	4
16	CCOc1cc(CNc2nn[nH]n2)ccc1OCC(=O)NC(C)(C)C	-12	-2	1.5	-0.4	1	-0.6	i	-4	-4	-5
17	CCOc1ccc(-c2c(=O)n(OCc3ccccc3Br)c3ccccc3[n+]2[O-])c(OCC)c1	-13	2	0.1	1.5	-13	1.9	i	-1	-12	4
18	COC(=O)c1nn(-c2ccccc2)c(=O)cc1Oc1ccccc1	-9	-5	-0.5	-0.7	-15	-1.9	i	-1	-2	-4
19	O=C1NC(NS(=O)(=O)c2ccccc2)(C(F)(F)F)C(=O)N1Cc1ccccc1 (configuration not stated)	-3	4	-0.4	1.2	4	-1.7	i	0	2	-2
20	CCOC(=O)c1cc(S(=O)(=O)N2CCN(c3ccccc3OC)CC2)cn1C	-3	-1	-0.1	0.7	-1	0.5	i	3	-1	2
21	CC1CCN(S(=O)(=O)c2ccc3c(ccn3CCC(=O)NC(C)C)c2)CC1	0	-2	0.7	1.8	-2	-1.1	i	0	-1	-2
22	CCCCN(C(=O)c1ccc(S(=O)(=O)N(CC)CC)cc1)c1c(N)n(CCC)c(=O)[nH]c1=O	-7	5	-0.4	1.6	7	-1.8	i	2	-15	-2
23	O=C(CN1NS(=O)(=O)c2ccccc2C1=O)Nc1ccccc1OC(F)F	-6	-1	-0.3	-0.6	-1	-0.9	i	2	4	-3
24	C[C@H](O)[C@@H]1C(=O)N2CCc3ccc(N4CCOCC4)cc3[C@@H]2C[C@@H]1N(C)S(=O)(=O)c1ccccc1	4	1	-0.2	0.9	4	-1.9	i	2	0	2
25	COc1ccccc1NC(=O)CC1S/C(=N/N=C2\CCCc3ccccc32)NC1=O (configuration not stated)	-4	-3	0.8	0.5	-4	3.6	i	-3	22	-4
26	CSc1ncccc1C(=O)Nc1ccc2c(c1)OCCO2	3	-3	-0.3	2.4	-1	-0.9	i	5	0	1
27	CCOC(=O)c1ccc(N2Cc3ccccc3C2=NC(=O)c2cccc([N+](=O)[O-])c2)cc1	-12	3	-0.4	-0.9	-26	0.4	i	-3	-4	-4
28	Nc1ccn([C@@H]2O[C@H](C(=O)N[C@H](COC=O)Cc3ccccc3)[C@@H](O)[C@H]2O)c(=O)n1	·	-7	-0.4	-1.3	-2	-1.6	i	1	-4	-3
29	Cc1cc(C)c(S(=O)(=O)/N=C2\C=CC(=O)C(Cl)=C2)c(C)c1	11	8	0.2	·	22	2.9	i	7	47*	0
30	O=C(CNC(=O)c1ccco1)N/N=C/c1c[nH]c2ccccc12	-1	9	-0.7	0.2	0	-0.9	i	-3	-2	3
31	O=C(Nc1cccc(-c2ccc(N3CCOCC3)nn2)c1)c1ccccc1	-5	-8	-0.4	0.0	-3	0.5	i	-1	-2	-2
32	CC(=O)OCC1(C)CN(c2ccccc2)N(C(=O)c2ccc(F)cc2)C1=O (configuration not stated)	-3	0	-0.1	-1.3	-1	-0.7	i	4	0	1
33	Cc1ccc(/C=C/C(=O)O)cc1S(=O)(=O)Nc1ccc(C(=O)O)cc1	-1	4	-0.6	1.4	11	-0.7	i	67*	-3	-1
34	COc1ccc(-c2[nH]n(-c3ccc([N+](=O)[O-])cc3)c(=O)c2C=NCc2ccncc2)cc1	10	-5	-1.0	1.1	22	3.0	i	-20	29*	0
35	O=C(CN(Cc1ccco1)C(=O)CNS(=O)(=O)c1ccc(Cl)cc1)NCC1CCCO1 (configuration not stated)	-2	-2	-1.2	-0.9	0	-0.3	i	2	-2	-1
36	O=S(=O)(NCCCCNS(=O)(=O)c1ccc(F)cc1)c1ccc(F)cc1	-7	1	-0.5	-1.8	5	-1.5	i	-1	-10	3
37	Cc1ccccc1C(=O)NNc1ncnc2c1cnn2C	2	-7	-0.3	-1.6	-2	-1.1	i	1	-6	2
38	CCNS(=O)(=O)c1ccc(CCC(=O)N2CCN(c3ccc(OC)cc3)CC2)cc1	-15	-1	-0.5	0.3	0	-1.8	i	1	-4	2
39	Cc1ccc(NC(=O)CSc2nc(N)cc(=O)[nH]2)cc1S(=O)(=O)N1CCCCCC1	-4	-1	-0.4	0.4	3	0.6	i	-4	8	3
40	CN(C)c1c(N)[nH]c2c(c1=O)c(=O)n(C)c(=O)n2C	-10	-1	-0.1	0.8	2	-1.3	i	3	-3	1
41	Cc1ccc(S(=O)(=O)NCCCCCC(N)=O)cc1	0	1	-0.3	2.2	3	0.4	i	2	0	1
42	Cn1ncc(N=Cc2ccccc2[N+](=O)[O-])c1C(N)=O	-9	-5	0.0	0.7	-29	-0.1	i	-5	-4	-1

# Structural class, those above containing fluorine (7)
entry	Molecule	Scp1 inh	CSN inh	TbMetRS inhib	MsrA inhibitor	SUMO1-SIM PPI	LMPTP inh	Rpn11 inh	DNMT1 inh	NadD block	STEP block
5	O=C1CCCN1CCC1CCN(C(=S)Nc2ccc(F)cc2)CC1	5	-4	-0.9	-0.4	-1	-0.5	i	-2	4	3
12	COCCN1C(=O)c2ccccc2C(C(=O)N2CCN(c3ccccn3)CC2)C1c1ccc(F)cc1 (configuration not stated)	-4	-5	-0.3	-0.9	-3	0.8	i	5	-2	-1
13	CC1CCN(c2ccccc2NC(=O)c2ccc(C#N)cc2F)CC1	0	-7	-1.8	0.7	0	7.1	i	8	2	6
19	O=C1NC(NS(=O)(=O)c2ccccc2)(C(F)(F)F)C(=O)N1Cc1ccccc1 (configuration not stated)	-3	4	-0.4	1.2	4	-1.7	i	0	2	-2
23	O=C(CN1NS(=O)(=O)c2ccccc2C1=O)Nc1ccccc1OC(F)F	-6	-1	-0.3	-0.6	-1	-0.9	i	2	4	-3
32	CC(=O)OCC1(C)CN(c2ccccc2)N(C(=O)c2ccc(F)cc2)C1=O (configuration not stated)	-3	0	-0.1	-1.3	-1	-0.7	i	4	0	1
36	O=S(=O)(NCCCCNS(=O)(=O)c1ccc(F)cc1)c1ccc(F)cc1	-7	1	-0.5	-1.8	5	-1.5	i	-1	-10	3

# From PubChem

# An unsorted share of the library; any-hit rate near 3.9%.
